PV pol inh: poliovirus RdRp elongation inhibitors, primary screen, biochemical, fluorescence polarization, total intensity; 150,000 compounds, 0.66% hits; poliovirus polymerase elongation; active compounds read low; % elongation, % (compound at 16.7 µg/mL); Genome polyprotein (Poliovirus type 1 (strain Mahoney)), P03300; in the data active = % elongation below about 90%; also: some results filed as inactive read as strong as hits
Target sequence (P03300 1749-2209 limits assumed): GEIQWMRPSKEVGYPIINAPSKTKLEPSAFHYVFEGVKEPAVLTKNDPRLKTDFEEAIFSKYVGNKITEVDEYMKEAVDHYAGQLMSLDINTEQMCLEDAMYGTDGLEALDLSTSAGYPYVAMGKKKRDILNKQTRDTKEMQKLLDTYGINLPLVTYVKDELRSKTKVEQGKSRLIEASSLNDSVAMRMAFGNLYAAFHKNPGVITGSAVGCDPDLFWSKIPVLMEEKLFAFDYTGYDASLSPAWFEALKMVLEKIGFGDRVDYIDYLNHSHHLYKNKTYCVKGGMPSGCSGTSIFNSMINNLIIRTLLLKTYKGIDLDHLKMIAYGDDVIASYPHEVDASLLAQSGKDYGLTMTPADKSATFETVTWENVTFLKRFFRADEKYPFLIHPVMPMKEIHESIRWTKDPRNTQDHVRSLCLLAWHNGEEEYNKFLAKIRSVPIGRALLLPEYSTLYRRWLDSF
PV pol inh FP z-score: also measured in PV pol inh; calls as there; z-score; measured here: FP z-score; hits read low
The depositor's hits bear a star; & = joins results of further samples. An excerpt; count on the stated rates, not on these rows.

Molecule,PV pol inh,PV pol inh FP z-score
O=C(CC1c2ccccc2CCN1S(=O)(=O)c1cccs1)OCC(=O)c1ccc(Cl)s1 (configuration not stated),105,0.5
Cc1cccc(NC(=O)c2cc(S(=O)(=O)NCCc3ccccc3)ccc2F)c1C,106,-0.3
CCNc1nc2c(c(=O)n(C)c(=O)n2C)n1CC,102,0
O=C(NCC1CCCO1)/C(=C/c1ccccc1)NC(=O)c1ccccc1 (configuration not stated),107,0.2
COC(=O)c1sccc1S(=O)(=O)Nc1ccccc1,103,1
CCC(C)(C)NC(=O)Cc1ccc2c(c1)OCCO2,102,-0.1
COc1ccc(OC)c(CNC(=O)c2ccc3c(c2)c(C)c(C)n3C)c1,108,0.3
NC(=S)/C(=C\c1ccccc1O)C(=O)O,101,-0.1
CCOC(=O)C1CCN(c2cc3c(cc2NC(=O)c2ccc(Cl)cc2)n(C)c(=O)n3C)CC1,106,0.4
CCOC(=O)c1ccc(NC(=O)c2cn(-c3ccccc3)nc2-c2ccc(OC)c(OC)c2)cc1,109,0.5
Cc1cccc(C(=O)NCc2nnc(SCC(=O)c3ccccc3)n2C)c1,100,-0.3
CCNC(=O)C1CCN(S(=O)(=O)c2ccc3c(c2)CCCN3C(C)=O)CC1,109,0.4
OCCn1nc2c3ccccc3nc-2n(-c2ccccc2)c1=S,85*,-2.4*
Cc1cc(-c2nnc(-c3ccccc3)c(-c3ccccc3)n2)c(C)o1,100,-0.2
CCN1CCN(CCCNC(=O)c2ccc3nc(/C=C(\O)c4cccc(OC)c4)c(=O)[nH]c3c2)CC1,107,1

Going on with the list.
Molecule,PV pol inh,PV pol inh FP z-score
CCOC(=O)c1cnc(N2CCc3ccccc3C2)nc1N,103,0.4
c1csc(-c2nnc(CSc3cccc4cccnc34)o2)c1,107,0.4
Cc1cc(C(=O)OCC(=O)N(C)c2ccccc2)c2ccccc2n1,101,-0.2
CCCCNC(=O)CCC(=O)NNc1nc2ccccc2c2nc(C)nn12,81*,-2.4*
O=C1c2ccccc2C(=O)N1c1ccccc1,101,0.3
CCSC1=C(C#N)C(c2cccs2)C(C(=O)Nc2ccccc2)=C(C)N1 (configuration not stated),104,0.5
CCOC(=O)c1ccc(NC(=O)C2CCN(S(=O)(=O)Cc3ccccc3)CC2)cc1,110,0.7
Cc1ccc(NC(=O)Cn2c(-c3nonc3N)nc3ccccc32)c(Br)c1,106,0
CC(=O)Nc1ccc(SCC(=O)c2cc(C)n(C)c2C)cc1,102,-0.4
O=C(c1cccs1)N1N=C(c2ccccc2)CC1c1cccs1 (configuration not stated),105,1
CCCOc1ccc(/C=C/C(=O)Nc2ccc(S(=O)(=O)Nc3ncccn3)cc2)cc1,101,-0.1
Cc1ccc(-c2csc3nc[nH]c(=O)c23)cc1C,104,0.1
CCCc1cc(=O)n2[nH]c(NC(=O)C(c3ccccc3)c3ccccc3)nc2n1,103,0.8
C/C(=N\NC(=O)Cc1csc(N2CCOCC2)n1)c1ccccc1,103,-0.1
CN(C)S(=O)(=O)c1ccc(C(=O)Nc2[nH]nc(N3CCCC3)c2C#N)cc1,103,0

Next part
Molecule,PV pol inh,PV pol inh FP z-score
CN(C)S(=O)(=O)c1ccc(NC(=O)C2CCC2)cc1,101,-0.6
CC(C)c1nc(NCc2ccccc2)c(C#N)c2c1CCCC2,101,0.1
CCN(CC)CCN1C(=O)C2C3c4ccccc4C(c4ccccc43)C2C1=O (configuration not stated),101,-0.1
COc1ccc(-c2nc3scc(CCNC(=O)c4ccccc4)n3n2)cc1,104,0.6
O=S(=O)(c1ccc(-c2csc(=Nc3cccc(C(F)(F)F)c3)n2CCO)cc1)N1CCCC1,99,-0.2
CC(C)c1cc(NNC(N)=O)cc(C(C)C)c1O,101,0.2
N#Cc1nn(-c2ccccc2)c(=O)n(Cc2ccc(Cl)cc2Cl)c1=O,103,-0.1
CC(C)CN(CC(C)C)C(=O)Nc1ccc(F)cc1F,102,-0.2
CCCCCCCCCCCCCCCC[N+](C)(C)CCN(Cc1ccc(OC)cc1)c1ncccn1,100,0
Cc1ccc(S(=O)(=O)c2cc3ccccc3oc2=O)cc1,100,-1.1
Cn1c(Sc2nc3ccccc3n2C)nc2ccccc21,103,0.5
O=C1C(Nc2cccc(O)c2)=C(n2nnc3ccccc32)C(=O)c2ccccc21,51*,-11*
COC(=O)c1ccc(COc2ccc3c(C)cc(=O)oc3c2)o1,100,-0.1
Cc1c(Cl)cccc1NC(=O)N1CCC(CN2CCCC2)CC1,112,0.4
O=C(O)CCOc1ccc2c(c1)OCCO2,104,0.4

Remaining list, next part
Molecule,PV pol inh,PV pol inh FP z-score
CCCC(=O)C1=C(c2ccc(C)cc2)N(C(=O)CCC)n2cnnc2S1,101,-0.9
COc1ccccc1NC(=O)C(C)Sc1nnc(N)s1 (configuration not stated),110,0.9
Cc1ccc2occ(/C=N/N3CC(=O)NC3=O)c(=O)c2c1,102,0
CCCN(Cc1nnc(-c2ccco2)o1)C(=O)CSc1nc2ccccc2n1C,106,0.3
Cn1cc(-c2nc3ccccc3s2)c(N)n1,99,-0.6
CC(=O)Oc1ccc2c(c1)OC1(c3ccc(OC(C)=O)cc3OC(C)=O)CCCC1C21CCCC1 (configuration not stated),107,0.3
O=C(CSc1ncnc2ccccc12)Nc1ccc(F)c(F)c1F,102,0.2
COc1cccc(CNC(=O)Cn2nc(N3CCN(c4ccccc4OC)CC3)ccc2=O)c1,114,1.4
Cc1ccccc1-c1oncc1-c1nnnn1-c1ccccc1,107,0.3
COc1ccc(NC(=O)C2CCN(c3ccc(Sc4ccc(C)cc4)nn3)CC2)cc1,101,-1.2
O=S1(=O)CCC(N=Cc2ccccc2O)C1 (configuration not stated),108,0.7
O=C(Cn1cnc2c(nnn2Cc2ccc(Cl)cc2)c1=O)NC1CCCC1,100,-0.4
CCCC(=O)Nc1ccc2c(c1)c1ccccc1n2CC,103,0.4
CC(NC(=O)c1ccc(N2Cc3ccccc3Oc3ncccc32)s1)c1ccccc1 (configuration not stated),104,-0.5
CN(Cc1ccccc1)C(=O)Cn1ncc2c1-c1ccccc1OC2,99,-1.3

Going on with the list:
Molecule,PV pol inh,PV pol inh FP z-score
CCC1CCCCN1C(=O)COc1cccc2c1OC(C)(C)C2 (configuration not stated),100,-0.3
Cn1nc(C(=O)N2CCN(C3CCS(=O)(=O)C3)CC2)c2ccccc2c1=O (configuration not stated),105,0.3
N#Cc1ccc(OCC(=O)c2ccccc2)cc1,99,-1.3
O=S(=O)(c1cccc2nsnc12)N1CCCCC1,102,0.4
O=C1CN(C(=O)COC(=O)C2CCN(S(=O)(=O)c3ccccc3)CC2)c2ccccc2N1,103,-0.1
COc1ccc(N2C(=O)CSC23C(=O)N(CC(N)=O)c2ccccc23)cc1 (configuration not stated),112,0.6
CSc1nc(-c2ccco2)nn1C(=O)c1ccccc1,103,0.3
O=C(CCc1ccc(S(=O)(=O)N2CCOCC2)cc1)N1CCN(Cc2ccccc2)CC1,100,-0.3
CCc1ccc(N2CN(CCc3ccccc3)CNC2=S)cc1,101,-0.2
O=C(CSc1oc(-c2ccccc2)nc1S(=O)(=O)c1ccccc1)Nc1ccc(F)cc1,102,0.2
CCOc1ccc(C=C2C(=O)N(CC)C(=S)N(CC)C2=O)c(O)c1,128,2.6
CCCCNc1ncc2c(n1)c(=O)c(C#N)c1[nH]c3ccccc3c(=O)n12,133,2.7
O=c1cc(Nc2cccc(O)c2)c2ccccc2o1,104,0.6
Cc1c(C(=O)N2CC(C)OC(C)C2)oc2ccccc12 (configuration not stated),102,0.3
CC1=C(/C=C/C(C)=C\C=C\C(C)=C\C(=O)O)C(C)(C)CCC1,100&100,-0.3&0.1

Gathered by group: the entries above containing a Cl atom.
Molecule,PV pol inh,PV pol inh FP z-score
O=C(CC1c2ccccc2CCN1S(=O)(=O)c1cccs1)OCC(=O)c1ccc(Cl)s1 (configuration not stated),105,0.5
CCOC(=O)C1CCN(c2cc3c(cc2NC(=O)c2ccc(Cl)cc2)n(C)c(=O)n3C)CC1,106,0.4
N#Cc1nn(-c2ccccc2)c(=O)n(Cc2ccc(Cl)cc2Cl)c1=O,103,-0.1
Cc1c(Cl)cccc1NC(=O)N1CCC(CN2CCCC2)CC1,112,0.4
O=C(Cn1cnc2c(nnn2Cc2ccc(Cl)cc2)c1=O)NC1CCCC1,100,-0.4

Next part.
Molecule,PV pol inh,PV pol inh FP z-score
C(=C\c1ccccc1)/CSc1nnnn1-c1ccccc1,105,0.2
Cc1ccc(S(=O)(=O)C(F)F)cc1,106,0.5
Cc1[nH]c2ccccc2c1C1(O)C(=O)N(C(C)C)c2ccccc21 (configuration not stated),98,-1.5
N=C(N)SCCS(=O)(=O)c1ccccc1,102,0
Cc1ccc(OCc2nc(CC(=O)O)cs2)cc1,103,0
Cc1ccc(CNC(=O)c2c[nH]c3ccc(S(=O)(=O)Nc4ccc(C(C)C)cc4)cc3c2=O)cc1,97,-0.8
Cc1ccc2c(c1)N(C(=O)NCc1ccccc1)CC(C)O2 (configuration not stated),104,0.9
COC(=O)c1ccc(NC(=O)C(C)Sc2n[nH]c(C)n2)cc1 (configuration not stated),102,0
COc1ccccc1C1=NOC(Cn2c(NCc3ccccc3)nc3c2c(=O)n(C)c(=O)n3C)C1 (configuration not stated),101,0.1
Cc1cc(C)cc(OCC(=O)N2Cc3ccccc3CC2C(=O)O)c1 (configuration not stated),106,-0.6
CCOC(=O)c1ccc2nc(C(F)(F)F)cc(N3CCN(c4ccccc4)CC3)c2c1,101,-0.4
Cn1c(=O)oc2cc(S(=O)(=O)CCC(=O)N3CCN(c4ccccc4F)CC3)ccc21,110,0.5
CN(C)c1ccc(/C=C/C=N/N=c2/sc3ccccc3n2C)cc1,101,-0.2
Cc1cc(C)nc(NS(=O)(=O)c2ccc(NS(=O)(=O)CC34CCC(CC3=O)C4(C)C)cc2)n1 (configuration not stated),112,0.4
CCCN(CCC)c1nn2c(=O)c(C(=O)NCc3cccc(OC)c3)cnc2s1,99,-0.5

Record cards (already shown). Order of values: PV pol inh, PV pol inh FP z-score
Entry for `Cc1ccc(CNC(=O)c2c[nH]c3ccc(S(=O)(=O)Nc4ccc(C(C)C)cc4)cc3c2=O)cc1` : 97, -0.8
Entry for `CN(C)c1ccc(/C=C/C=N/N=c2/sc3ccccc3n2C)cc1` : 101, -0.2
Entry for `N=C(N)SCCS(=O)(=O)c1ccccc1` : 102, 0

Going on with the list:
Molecule,PV pol inh,PV pol inh FP z-score
Cc1cc2c(cc1S(=O)(=O)N1CCOc3ccccc31)n(C)c(=O)n2C,101,-0.1
O=C(Cn1c(S(=O)(=O)Cc2ccccc2)nc2ccccc21)NC1CC1,101,0.5
Cc1cccc(NC(=O)CN2C(=O)c3ccccc3Sc3ncccc32)c1C,108,0.1
CCc1nn(CC(=O)NCCc2c[nH]c3ccccc23)c(=O)c2cc3occc3n12,101,-0.3
Cn1c(-c2ccccc2)c(C(=O)COC(=O)c2ccc(C#N)cc2)c2ccccc21,107,0.1
NNC(=O)c1cc2sccc2s1,107,0.7
COc1ccccc1Cc1nc2ccccc2nc1SCC(=O)N1CCN(c2ccccc2)CC1,109,0.8
O=C1c2ccccc2C(=O)C1c1cc(=O)[nH]c2c1ccc1ccccc12,101,-0.1
CC(C)CCN1C(=O)c2ccc(C(=O)C(C#N)c3ccccn3)cc2C1=O (configuration not stated),99,-0.4
O=C(Cc1ccccc1)NCc1ccc(F)cc1,98,-0.6
CC(C)N1CCNCC1,102,0
Cn1c(C(=O)NCc2ccccn2)cc2c(=O)n(C)c3ccccc3c21,101,0.3
CCc1ccc(OCC(=O)N(Cc2ccc(C)cc2)Cc2ccco2)cc1,112,1.4
CN(C)c1ccc(C(C#N)=C(C#N)C#N)cc1,99,-0.8
Cc1ccc2c(CC(=O)N(Cc3ccc(Cl)cc3)Cc3ccco3)coc2c1,101,-1.6

Next part:
Molecule,PV pol inh,PV pol inh FP z-score
Clc1nc(Cl)nc(Nc2ccccc2)n1,87*,-2.1*
CC1CCc2noc(NC(=O)c3ccccc3[N+](=O)[O-])c2C1 (configuration not stated),104,-0.5
N#Cc1ccc(S(=O)(=O)N2CCC(Oc3cccc(C(F)(F)F)c3)CC2)cc1,108,0.3
CC(C)c1ccc(C2SCC(=O)N2C)cc1 (configuration not stated),103,0.2
O=C(NC1CC(=O)N(c2ccc(Cl)cc2)C1)C1CCCCC1 (configuration not stated),106,-0.1
O=C(O)C(F)(F)C(NCc1ccccc1)c1ccccc1 (configuration not stated),102,0.4
Cc1ccc(-c2cc(C(F)(F)F)n3nc(C(=O)N(C)Cc4ccccc4)cc3n2)cc1,103,0
CC(C)N(C(=O)Cn1cc(S(=O)(=O)CC(N)=O)c2ccccc21)C(C)C,102,0.1
CCN1CCN(CC(=O)c2ccccc2Br)CC1,94,-0.4
N#CC(C(=O)Nc1ccccc1)=C1Nc2ccccc2N1,102,0.1
Cc1ccc(NC(=O)CSc2ccc3nnc(CCNS(=O)(=O)c4ccccc4)n3n2)cc1Cl,112,0.8
O=C(c1ccco1)N(Cc1ccccc1)Cc1ccccc1,103,1.2
CCOc1ccccc1NC(=O)Cn1ccn(Cc2ccc(C)cc2)c(=O)c1=O,105,-0.2
CC1(C)C(=O)Nc2ccccc2N1C(=O)CSc1nnc(COc2ccccc2Cl)o1,103,0.1
CCc1cccc2c1=NC(=O)C=2c1sc(N)nc1O,104,0.5

Further results follow.
Molecule,PV pol inh,PV pol inh FP z-score
Cc1ccc2oc(C(=O)Nc3nnc(CC(C)C)s3)cc(=O)c2c1,109,0.3
Cc1ccccc1NC(=O)COC(=O)c1ccccc1C(=O)c1ccccc1,102,0.3
O=C(COc1ccc(S(=O)(=O)N2CCOCC2)cc1Cl)N1CCOCC1,103,0.5
COc1cc(CCNC(=O)c2cnn3ccccc23)cc(OC)c1OC,103,1.4
C=CCc1cccc2cc(NC(C)=O)c(=O)oc12,102,0
C/C(=N\N=C(/N)SC1CC(=O)N(C)C1=O)c1ccc(F)cc1 (configuration not stated),99,-0.3
